Compound activity: PubChem BioAssay, several laboratories
BAP1 block = human BAP1 deubiquitinase inhibition. recombinant BAP1, Ub-AMC hydrolysis fluorescence kinetic; hits give low values. 72,000 compounds, 0.48% hits. activity remaining (% of control), % at 20 µM;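 active = activity remaining at or below 50% of control, provided the compound also passes the data quality filters; inactive = the rest, including low values that fail the filters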;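 note: 100% = DMSO wells rate and 0% = substrate alone blank rate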
Target sequence (Q92560 whole entry, looked up): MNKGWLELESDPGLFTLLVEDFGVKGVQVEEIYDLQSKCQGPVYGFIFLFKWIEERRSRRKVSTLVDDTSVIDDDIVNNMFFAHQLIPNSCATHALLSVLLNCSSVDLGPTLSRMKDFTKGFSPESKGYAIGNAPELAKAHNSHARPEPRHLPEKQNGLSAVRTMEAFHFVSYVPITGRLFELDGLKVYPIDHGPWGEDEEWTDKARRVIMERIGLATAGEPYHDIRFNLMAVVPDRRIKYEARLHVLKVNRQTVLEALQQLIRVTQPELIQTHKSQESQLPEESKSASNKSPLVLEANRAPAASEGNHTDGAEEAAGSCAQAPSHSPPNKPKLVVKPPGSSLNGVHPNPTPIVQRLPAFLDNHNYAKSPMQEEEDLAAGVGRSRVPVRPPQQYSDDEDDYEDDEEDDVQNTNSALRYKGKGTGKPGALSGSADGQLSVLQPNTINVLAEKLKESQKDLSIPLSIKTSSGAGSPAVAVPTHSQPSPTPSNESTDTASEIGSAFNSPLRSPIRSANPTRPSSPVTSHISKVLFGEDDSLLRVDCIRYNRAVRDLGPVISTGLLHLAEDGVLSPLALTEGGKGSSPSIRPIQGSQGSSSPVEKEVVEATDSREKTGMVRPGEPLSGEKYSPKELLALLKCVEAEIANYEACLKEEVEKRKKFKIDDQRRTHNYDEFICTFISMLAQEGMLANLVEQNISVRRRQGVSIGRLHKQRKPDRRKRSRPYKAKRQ
HePTP inhibitor = inhibitors of human HePTP phosphatase; recombinant HePTP phosphatase activity, OD absorbance; inhibition, % at 20 µM; 110,000 compounds, 0.64% hits; in the data active = inhibition above about 50%;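 note: plate controls were vehicle for no effect and reference inhibitor for full effect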
Target sequence (P35236 whole entry, looked up): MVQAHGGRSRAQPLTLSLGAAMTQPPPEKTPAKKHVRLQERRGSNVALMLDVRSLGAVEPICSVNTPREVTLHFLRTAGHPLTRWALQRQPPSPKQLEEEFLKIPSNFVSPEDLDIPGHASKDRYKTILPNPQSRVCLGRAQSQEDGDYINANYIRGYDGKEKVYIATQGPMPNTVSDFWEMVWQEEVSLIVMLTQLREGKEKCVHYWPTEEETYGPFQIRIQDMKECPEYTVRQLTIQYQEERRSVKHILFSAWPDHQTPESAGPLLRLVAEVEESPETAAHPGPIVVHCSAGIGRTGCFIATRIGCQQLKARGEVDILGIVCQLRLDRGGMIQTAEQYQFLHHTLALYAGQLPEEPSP
Numbers without * were called inactive; / = no result given; & = joins results of further samples.

SMILES | BAP1 block | HePTP inhibitor
Cn1c(SCC(=O)N/N=C/c2ccco2)nc2ccccc21 | / | 3
O=C(c1ccc([N+](=O)[O-])cc1)N1CCN(CC2CC3C=CC2C3)CC1 (stereo not drawn) | / | -4
CCN(CC)C(=O)C1CCN(CC2CC=CCC2)CC1 (stereo not drawn) | 99 | 2
CCOc1ccc(OCC)c(NC(=O)CN2CCN(c3cc(C)ccc3C)CC2)c1 | / | 6
COc1nc(OC)nc(N2CCC(C(=O)Nc3cccc4c3CCCC4)CC2)n1 | 104 | 20
O=C(c1csc2c1CCCC2)N1CCN(c2ncccn2)CC1 | 109 | 0
CC(C)NC(=O)CCS(=O)(=O)c1ccc(Br)s1 | 93 | 5
CCN(CC)CCN1C(=O)c2ccccc2NC1c1ccccc1F (stereo not drawn) | / | -6
COC(=O)c1ccccc1-c1ccc(/C=C2/C(=O)N(c3ccccc3)N=C2C)o1 | / | 6
O=C(c1cc(F)c(F)cc1Cl)n1nnc2ccccc21 | / | 6

Overlap with the part before: 5 compounds, then new ones.
SMILES | BAP1 block | HePTP inhibitor
O=C(c1csc2c1CCCC2)N1CCN(c2ncccn2)CC1 | 109 | 0
CC(C)NC(=O)CCS(=O)(=O)c1ccc(Br)s1 | 93 | 5
CCN(CC)CCN1C(=O)c2ccccc2NC1c1ccccc1F (stereo not drawn) | / | -6
COC(=O)c1ccccc1-c1ccc(/C=C2/C(=O)N(c3ccccc3)N=C2C)o1 | / | 6
O=C(c1cc(F)c(F)cc1Cl)n1nnc2ccccc21 | / | 6
CCN(C(=O)c1ccccc1)c1ccccc1 | / | -11
CCCCOCC(O)CN1CCOCC1 (stereo not drawn) | 90 | /
COc1ccc(NC(=O)COc2c(C)cc(C)cc2C)c(OC)c1 | / | -1
Cc1ccc(CNC(=O)C2c3ccccc3C(=O)N3CCc4ccccc4C23)o1 (stereo not drawn) | 90 | 4
CCOC(=O)C1=C(C)N=c2s/c(=C\c3ccc(Br)o3)c(=O)n2C1c1cccc(OC)c1 (stereo not drawn) | / | 6
O=C(COc1ncnc2ccc(Br)cc12)Nc1ccc(N2CCOCC2)cc1 | 98 | -3
CCOC(=O)c1oc2c(CN3CCCCC3C)c(O)ccc2c(=O)c1-c1ccc(OC)c(OC)c1 (stereo not drawn) | 77 | 12
C=C(C)c1nc(N)nc(N)n1 | 106 | -6
CCOC(=O)N1CCN(C(=O)c2ccc3c(c2)NC(=O)C(N2CCOCC2)S3)CC1 (stereo not drawn) | 100 | -2
COc1ccccc1OCCCOc1cccc2ccccc12 | / | 3
COc1ccc(S(=O)(=O)N2CCN(c3ccc(C)cc3C)CC2)cc1OC | 113 | 6
CCCCSc1nnc2nc(C)cc(C)n12 | 89 | 10
COc1ccccc1C(=O)Nc1cc(-c2nn3c(C)nnc3s2)ccc1C | 97 | -6
CN1/C(=C\C(=O)C(F)F)C(C)(C)c2ccccc21 | 67 | 6
C#CCOC(=O)CN1C(=O)c2cccc3cccc(c23)C1=O | / | -1
CCOC(=O)c1sc2nc3c(cc2c1N)COC(C)(C)C3 | 82 | 9
Cc1cc(-c2ccccc2)nc(N2CCN(c3ccccn3)CC2)n1 | / | 3
COc1ccc(C(=O)Nc2cccc3c2C(=O)c2ccccc2C3=O)cc1 | 217 | /
Cc1ccc(Cl)cc1NC(=O)CN(c1ccccc1)S(=O)(=O)c1ccccc1[N+](=O)[O-] | / | 10
O=C(NCCSc1ccccn1)c1cccc(Cl)c1 | / | 5
C=CCOc1ccc2c(C)c(CC)c(=O)oc2c1 | / | 8
O=C(Cn1c(SCC(=O)NC2CCCC2)nnc1-c1ccncc1)Nc1ccc2c(c1)OCO2 | 112 | 2
CCC(CC)C(=O)NCCc1cc2cc(C)c(C)cc2[nH]c1=O | 92 | 5
Cc1cc(C(=O)NCc2ccccc2)c(=O)[nH]c1C | / | 3
COC(=O)C1=C(C)N(CCC2=CCCCC2)C(=O)C1 | 115 | 9
O=C(OC(c1ccccc1)c1nccc2ccccc12)c1cccs1 (stereo not drawn) | 113 | /
CC1=C(C(=O)OCc2ccccc2)C(c2ccccc2C(F)(F)F)CC(=O)N1 (stereo not drawn) | / | -9
CCOC(=O)c1sc(=S)n(-c2cc(F)ccc2F)c1N | 85 | -8
CCOC(=O)c1ccccc1NC(=O)C1CC(=O)N(c2ccc(CC)cc2)C1 (stereo not drawn) | / | 5
COc1ccc(N2C(=O)C3C(C2=O)C2C=CC3C23CC3)c([N+](=O)[O-])c1 (stereo not drawn) | / | 6

Taken from above.
BAP1 block with O=C(Cn1c(SCC(=O)NC2CCCC2)nnc1-c1ccncc1)Nc1ccc2c(c1)OCO2 reads 112
HePTP inhibitor with C=CCOc1ccc2c(C)c(CC)c(=O)oc2c1 reads 8

(next part)
SMILES | BAP1 block | HePTP inhibitor
CCOc1ccc(C2CC(=O)NC3=C2C(=O)CCC3)cc1Cl (stereo not drawn) | 115 | 0
CC1(C)Cc2ccccc2C(Nc2ccc(Cl)cc2)=N1 | 162 | 7
COc1ccc(N2CCN(S(=O)(=O)c3cccc(C(F)(F)F)c3)CC2)cc1 | 80 | 10
CCOc1ccc2c(c1)NC(C)(C)C1=C2C2(SC(C(=O)OC)=C(C(=O)OC)S2)C(C(=O)OC)=C(C(=O)OC)S1 | / | -12
O=C(CN1CCN(c2nc(-c3ccccc3)cs2)CC1)NCc1ccc2c(c1)OCO2 | 90 | 5
COc1ccc(CCNC(=O)CN(c2ccc(C)cc2)S(=O)(=O)c2ccc(F)cc2)cc1OC | / | 12
COCCCNC(=O)CCCn1c(=O)[nH]c2ccccc2c1=O | 90 | 4
O=C(O)CCCCCCCCCCC1COCCO1 (stereo not drawn) | / | 7
CCOC(=O)c1c(-c2ccccc2)oc2ccc(OC(C)C(=O)OCC)cc12 (stereo not drawn) | / | 8
N#Cc1ccc(CSc2nnc(-c3cnccn3)o2)cc1 | 95 | 5
COC(=O)c1ccccc1NC(=O)CSc1nnnn1-c1ccc(C)cc1C | 120 | 10
CCOc1nc2ccccc2nc1NS(=O)(=O)c1ccccc1 | 126 | 13
O=C(NCCCN1CCOCC1)/C(=C/c1ccc(-c2cccc([N+](=O)[O-])c2)o1)NC(=O)c1ccccc1 | / | -3
N#Cc1c(N)[nH]c(=S)c(C#N)c1-c1ccccc1 | 72 | 1
COc1ccccc1-c1c(C)oc2cc(OC(=O)c3ccco3)ccc2c1=O | 120 | 18
OCCn1nc(-c2ccccc2)cc1-c1ccccc1 | / | 5
COc1ccc(-c2[nH]ncc2-c2ccc(Cl)cc2)c(O)c1 | 86 | 0
COCCn1c(=S)[nH]c2cc(C(=O)N3CCc4ccccc43)ccc2c1=O | 91 | 4
c1ccc(N2CCN(CCc3nnc4n3CCCCC4)CC2)cc1 | 125 | 14
O=C(Cc1ccccc1)NNC(=O)c1ccccc1C(=O)O | / | -6
O=C(C1CC(=O)N(c2ccccc2)C1)N1CCN(C2=NS(=O)(=O)c3ccccc32)CC1 (stereo not drawn) | 131 | 2
O=C1NC(c2ccccc2OCc2ccccc2)Nc2sc3c(c21)CCCC3 (stereo not drawn) | / | 5
Cn1c(O)c(N=Nc2ccccn2)c2ccccc21 | / | -1
c1ccc(-n2ncc3c(NCc4cccs4)ncnc32)cc1 | 103 | 6
Cc1ccc(CCCCCCCCCCCC(=O)N2CCOCC2)cc1 | / | -2
CCOC(=O)C1=C(C)N=c2s/c(=C\c3ccc4c(c3)OCO4)c(=O)n2C1/C=C/c1ccccc1 (stereo not drawn) | / | -2
CCOc1cc(C2C(C(=O)OC)=C(C)N=C3SC(C)C(=O)N32)ccc1OC(C)=O (stereo not drawn) | 111 | 0
O=C(O)c1cc(-c2ccc(/C=C/c3cc(C(F)(F)F)[nH]c(=O)n3)o2)ccc1Cl | / | 65*
CSc1nc(-c2ccccc2)nc(N2CCCC2)c1C(C)=O | 96 | 0&2
Cc1c(-n2c(CN3C(=O)c4ccccc4C3=O)nc3ccccc3c2=O)c(=O)n(-c2ccccc2)n1C | 98 | 8&4
C(=N\Nc1nc(Nc2ccccc2)nc(N2CCOCC2)n1)/c1ccc2ccccc2c1 | / | 4
CCCCOC(=O)c1nc2nc(C)cc(C)n2n1 | / | -17
COc1ccc2[nH]c(C)c(C(=O)CN3CCc4cc(OC)c(OC)cc4C3)c2c1 | 167 | 11
O=C(N/N=C/c1ccccc1O)c1cc(=O)[nH]c2ccccc12 | / | 9
CCCn1c2ccccc2c2cc(C(C)=O)ccc21 | / | -19
C(=C\c1ccccc1)/CSc1nnc(-c2ccco2)n1-c1ccccc1 | / | 4
CCOC(=O)C(Cc1ccccc1)NC(=O)CCc1c(C)nc2ncnn2c1C (stereo not drawn) | 98 | 3
COC(=O)c1ccccc1NC(=O)N1CCCC1 | 70 | -2
OC(CN1CCCC1)Cn1c2ccc(Cl)cc2c2cc(Cl)ccc21 (stereo not drawn) | 158 | /
COCCCN1C(=O)C(O)=C(C(=O)c2ccco2)C1c1ccccc1 (stereo not drawn) | 78 | -4
N#Cc1ccccc1CSc1nc(O)cc(=O)[nH]1 | 113 | -1
Cc1nn(Cc2ccccc2Cl)c(C)c1NC(=O)c1noc2c1CCCCC2 | 90 | -2
O=C(NC1CCCc2ccccc21)c1ccc(CNc2c(N3CCOCC3)c(=O)c2=O)cc1 (stereo not drawn) | 91 | 15
CC(=O)Nn1cc2c(=O)n(C)c(=O)n(C)c2c1 | 97 | 10
Cc1cc(=O)[nH]c(Sc2nnc(-c3ccccc3)c3ccccc23)n1 | / | 5
NNC(=O)CN1C(=O)Nc2ccc(Br)cc2C1c1ccccc1 (stereo not drawn) | / | -11
O=C(Cc1ccccc1)Nc1ccc(C(=O)OC2CCCCC2)cc1 | / | -5
COc1cc(C(=O)N/N=C/c2c[nH]c3ccccc23)ccc1O | / | 8
CN(C)c1ccc(N=Cc2nc(-c3ccccc3)oc2O)cc1 | 112 | 12
COc1ccc(N(CC(=O)NCC2CCCO2)S(=O)(=O)c2ccc(OC)c(OC)c2)cc1 (stereo not drawn) | / | -13

New compounds follow.
SMILES | BAP1 block | HePTP inhibitor
O=C(NCCOC(=O)c1ccc(F)cc1)c1ccncc1 | / | -1
CCOc1ccccc1NC(=O)C(=O)NCCO | / | -3
CCOC(=O)c1cc2nc(-c3ccccc3)cc(C)n2n1 | / | 17
COCCNC(=O)CN(c1c(C)cccc1C)S(C)(=O)=O | / | 4
Cc1ccc(/C=C2/SC(=S)N(CC(=O)Nc3ncc(Cc4ccc(C)cc4)s3)C2=O)cc1 | / | 5
Cc1cc(/C=N/NC(N)=O)c(C)n1-c1ccc(Br)cc1 | / | 1
COc1ccc(C2CC(=O)C3=C(C2)Nc2ccccc2N(C(C)=O)C3c2ccco2)cc1 (stereo not drawn) | 77 | -2
COC(=O)/C(C#N)=C1/SC=C(C)N1c1ccccc1 | 83 | -2
CC(C)COC(=O)Cn1cnc2ccc(Br)cc2c1=O | 102 | 3
COc1ccc(OC)c(CNc2cccc(C)c2)c1 | / | -24

An excerpt from further up:
SMILES | BAP1 block | HePTP inhibitor
O=C(NCCOC(=O)c1ccc(F)cc1)c1ccncc1 | / | -1
CCOc1ccccc1NC(=O)C(=O)NCCO | / | -3
CCOC(=O)c1cc2nc(-c3ccccc3)cc(C)n2n1 | / | 17
COCCNC(=O)CN(c1c(C)cccc1C)S(C)(=O)=O | / | 4

Continuation:
SMILES | BAP1 block | HePTP inhibitor
CC(=O)Nc1c(C)cc(C(C)(C)c2cc(C)c(NC(C)=O)c(C)c2)cc1C | / | -4
COc1ccc(S(=O)(=O)N2CCCCCC2)cc1 | / | -2
Nc1c(Cl)cc(N2C(=O)C3C4c5ccccc5C(c5ccccc54)C3C2=O)cc1Cl (stereo not drawn) | / | 7
COc1ccc(S(=O)(=O)NCCN2CCOCC2)c2ccccc12 | 90 | -10
CC(=O)N1CCc2cc(C(=O)CN3CCN(c4cccc(Cl)c4)CC3)ccc21 | 101 | -2
CCCC(=O)Nc1ccc2c(c1)C(=O)N(CCC(=O)O)C2=O | 276 | 6
Cc1ccccc1CS(=O)(=O)Cc1ccc(C(=O)N2CCOCC2)o1 | 109 | 2
CC1CCCCC1NC(=O)c1cn(C)c2ccc(S(=O)(=O)N3CCCC3)cc2c1=O (stereo not drawn) | 89 | 8
Cc1ccc(-c2[nH]nc3c2C(c2ccc(OC(=O)N4CCOCC4)cc2)C(C#N)=C(N)O3)cc1 (stereo not drawn) | 92 | 0
CCc1ccc(OCC(=O)Nc2ccc(F)c([N+](=O)[O-])c2)cc1 | / | -3
CCC(C)NC(=O)c1c(-c2cc(Cl)c(OC)c(Cl)c2)noc1C (stereo not drawn) | 88 | 7
O=C(Nc1ccc2c(c1)CCC2)C1COc2ccccc2O1 (stereo not drawn) | 102 | 6
NC(=O)NC(CCc1ccccc1)c1ccccc1 (stereo not drawn) | / | 4
O=S(=O)(c1ccc2ccccc2c1)N(CC(O)CN1CCOCC1)c1ccccc1 (stereo not drawn) | 90 | -1&11
CCN(CC)C(=S)Nc1c(C)n(C)n(-c2ccccc2)c1=O | / | -13
CCOc1ccc(C(C)=O)cc1Cn1nc(C(=O)O)c2ccccc2c1=O | 148 | 9
CC(=O)CCc1c(C)[nH]c2c(Cl)cccc2c1=S | / | -14
CC(C)CCOc1ccc(C(=O)CCNC(C)C(=O)O)cc1 (stereo not drawn) | 110 | 7
CC(=O)CC(=O)Nc1cc(C)cc(C)c1 | / | -8
CN(C(=O)COc1cc(=O)n(C)c2ccccc12)c1ccc(Br)cc1 | 97 | 10
CCN(CC)c1ccc2cc(C(=O)Nc3ccccc3)c(=O)oc2c1 | 59 | /
Cc1cccc2c1[nH]c1nc(NN)nnc12 | / | -30
CCOc1ccc(CCN2C(=O)C3C4C=CC(C4)C3C2=O)cc1OCC (stereo not drawn) | 93 | 11
CCOC(=O)C(=Cc1ccc(-c2cccc(Cl)c2Cl)o1)C(=O)OCC | / | 7
COc1ccc(S(=O)(=O)N(CC(=O)NCC2CCCO2)c2ccc(C)cc2)cc1Br (stereo not drawn) | / | 11
Cc1ccc(Cc2cnc(NC(=O)c3ccccc3)s2)cc1 | / | 4
COc1nc(-c2ccccc2)ccc1-c1noc(-c2ccco2)n1 | / | 4
COc1ccc(OC)c(-n2c(O)c(C=Nc3ccccc3C)c(=O)[nH]c2=O)c1 | / | -11
